Bioassay records (PubChem)
ADAM17 inh – inhibits human ADAM17; P78536; recombinant ADAM17, EDANS/DABCYL FRET peptide cleavage; inhibition, % at 6.95 µM; 370,000 compounds, 0.83% hits; AID 720648;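 active means inhibition above the mean of compounds lying between control limits plus 3 SD, set per campaign, cut at about 8.5% in these data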;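 further: 0% = DMSO-only wells as the low control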
UHRF1 binding – UHRF1 methyl-DNA binding inhibition; 370,000 compounds, 0.75% hits; inhibition, % at 4.4 µM; UHRF1 binding to methylated oligo, TR-FRET; AID 687016; Q96T88; in the data active means inhibition above about 21%;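 further: UHRF1 SRA domain binding a hemimethylated CpG hairpin DNA probe; 0% = median of test compound wells and 100% = reference inhibitor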
ARFGAP1 inhibitor – rat ARFGAP1 inhibition; inhibition, % at 16.5 µM; 360,000 compounds, 0.26% hits; Arfgap1-stimulated ARF1 GTP hydrolysis, GDP FP detection;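 active means inhibition above a per-plate limit, mean inhibition of low control wells plus 3 SD, cut at about 25% in these data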;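 further: 0% = DMSO wells with enzyme and 100% = wells lacking Arfgap1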
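Material – truncated rat Arfgap1 GAP domain · Buffer or medium – HEPES-based buffer, pH 7.5 · Reagent – human ARF1(Δ1-17)-GTP substrate · Dosing – 16.5 µM single point, 1.26% DMSO · Schedule – GTP hydrolysis reaction 2 h at 25 °C · Technique – GDP detection by fluorescence polarization · Benchmarks – No-Arfgap1 wells (100%) versus DMSO full-reaction wells (0%) · Repeats – single replicate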
ASAP1 GAP inh – blocks human ASAP1-stimulated Arf1 GTP hydrolysis. 360,000 compounds, 0.19% hits. inhibition, % at 16.5 µM. AID 624377. Q9ULH1. GDP FP detection; in the data active means inhibition above about 25%;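 further: 0% = vehicle with enzyme and substrate and 100% = no enzyme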
DDE Tn7 FP inh – DD(E)-Tn7 binding inhibition, primary FP screen; 370,000 compounds, 0.13% hits; P02675; inhibition, % at 8.3 µM; AID 720508; FP displacement of FITC-Tn7 peptide from fibrin DD(E); 0% = median of compound wells per plate;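 active means inhibition above the mean of compounds falling within the control limits plus 3 SD of them, cut at about 14% in these data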;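 further: 0% = plate median of compound wells and 100% = 10 µM Aha-Tn7 peptide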
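Assay system: human fibrin DD(E) protein / Input: 2 µM fibrin DD(E) / Benchmarks: high control of 10 µM Aha-Tn7 peptide / Measured by: fluorescence polarization of the labelled Tn7 tracer / Medium: Tris buffer with calcium and detergent, pH 7.8 / Timing: 10 min compound pre-incubation, 3 h probe incubation at room temperature / Repeats: one replicate per compound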
DDE Tn6 FP inh – inhibitors of Tn6 peptide binding to human fibrin DD(E). inhibition, % at 8.3 µM. 370,000 compounds, 0.21% hits. AID 720509. Fibrin DD(E) TRITC-Tn6 fluorescence polarization displacement. P02675;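 active means inhibition above a per-campaign cutoff: mean of compounds within control limits plus 3 SD, cut at about 15% in these data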;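 further: 0% = median of all compound wells on the plate and 100% = blocking peptide control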
PLC-beta3 inh – inhibitors of human phospholipase C beta3; inhibition, % at 12.2 µM; Purified PLC-beta3, fluorogenic substrate, fluorescence; AID 720704; 370,000 compounds, 0.18% hits; in the data active means inhibition above about 11%;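 further: 0% = median of compound wells on plate and 100% = full blocker control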
Target sequence (Q01970 whole entry, looked up): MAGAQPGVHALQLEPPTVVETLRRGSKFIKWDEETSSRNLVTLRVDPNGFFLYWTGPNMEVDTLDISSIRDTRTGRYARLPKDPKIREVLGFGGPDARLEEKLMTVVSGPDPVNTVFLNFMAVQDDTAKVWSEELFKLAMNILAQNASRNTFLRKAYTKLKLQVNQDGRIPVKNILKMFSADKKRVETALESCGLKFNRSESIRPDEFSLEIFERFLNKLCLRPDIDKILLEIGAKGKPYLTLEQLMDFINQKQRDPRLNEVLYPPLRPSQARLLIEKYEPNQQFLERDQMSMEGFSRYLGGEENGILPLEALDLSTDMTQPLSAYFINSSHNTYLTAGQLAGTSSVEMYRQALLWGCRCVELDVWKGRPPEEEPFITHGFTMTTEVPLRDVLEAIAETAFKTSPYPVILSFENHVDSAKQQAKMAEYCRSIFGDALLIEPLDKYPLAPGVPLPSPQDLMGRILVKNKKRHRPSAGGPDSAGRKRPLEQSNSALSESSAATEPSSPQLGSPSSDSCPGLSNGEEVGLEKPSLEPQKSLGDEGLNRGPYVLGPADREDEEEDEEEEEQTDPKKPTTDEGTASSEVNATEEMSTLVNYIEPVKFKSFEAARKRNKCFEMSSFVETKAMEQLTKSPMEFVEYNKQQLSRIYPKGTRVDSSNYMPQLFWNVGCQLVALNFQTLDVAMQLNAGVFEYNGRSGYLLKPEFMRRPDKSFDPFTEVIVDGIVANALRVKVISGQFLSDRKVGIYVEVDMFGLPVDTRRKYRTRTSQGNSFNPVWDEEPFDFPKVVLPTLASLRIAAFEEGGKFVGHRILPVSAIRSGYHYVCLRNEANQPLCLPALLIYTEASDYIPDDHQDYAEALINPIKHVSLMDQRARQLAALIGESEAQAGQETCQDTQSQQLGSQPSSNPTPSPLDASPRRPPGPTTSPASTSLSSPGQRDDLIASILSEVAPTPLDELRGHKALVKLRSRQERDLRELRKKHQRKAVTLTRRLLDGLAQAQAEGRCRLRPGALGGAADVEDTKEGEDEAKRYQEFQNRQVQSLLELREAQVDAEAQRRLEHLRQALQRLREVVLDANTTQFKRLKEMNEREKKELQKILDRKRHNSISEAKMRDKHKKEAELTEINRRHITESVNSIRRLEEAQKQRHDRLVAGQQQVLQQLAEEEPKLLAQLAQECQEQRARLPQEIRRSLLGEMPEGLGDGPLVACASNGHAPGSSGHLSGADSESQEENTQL
PLCg1 inh – inhibitors of human phospholipase C gamma1 | inhibition, % at 12.2 µM | 370,000 compounds, 0.84% hits | P19174 | AID 720700 | purified PLC-gamma1, fluorogenic substrate, fluorescence; in the data active means inhibition above about 9.5%
proKLK7 act – activators of human kallikrein-7 zymogen. P49862. 370,000 compounds, 0.9% hits. activation, % at 7 µM. purified proKLK7, EDANS-DABCYL substrate fluorescence; 100% is mature enzyme control, 0% vehicle;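 active means activation above the mean of all tested compounds plus 3 SD, computed per campaign excluding outliers beyond control limits, cut at about 13% in these data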
MBD2 inh – MBD2-methylated oligo binding inhibition. AID 686964. Q9UBB5. 370,000 compounds, 0.31% hits. inhibition, % at 4.4 µM. TR-FRET, MBD2 binding to methylated oligonucleotide; in the data active means inhibition above about 13%
Starred values were filed as active, the others as inactive.

Compound,proKLK7 act,ASAP1 GAP inh,PLC-beta3 inh,DDE Tn6 FP inh,ARFGAP1 inhibitor,ADAM17 inh,MBD2 inh,UHRF1 binding,DDE Tn7 FP inh,PLCg1 inh
Cc1ccccc1C(=O)c1cccn1CC(=O)NCCCN1CC(C)CC(C)C1 (configuration not stated),-0.4,-2.6,-5.2,3.8,-0.9,0.5,-11.5,-0.8,4.5,-1.6
COc1ccc(NC(=O)C(CC(=O)O)Cc2ccccc2)cc1 (configuration not stated),-0.1,2.0,-3.9,-2.9,-0.2,-1.1,2.6,2.4,4.1,3.1
COc1ccc(CCN2C(=O)C(Oc3ccccc3C)C2c2ccc3c(c2)OCO3)cc1 (configuration not stated),1.1,8.8,1.4,3.2,-11.5,1.5,0.3,1.4,4.9,1.7
O=C(c1cn[nH]c1)N1CCc2c([nH]c3ccccc23)C1c1c(F)cccc1Cl (configuration not stated),0.7,7.7,-0.9,1.2,6.2,0.2,-1.2,-0.7,-3.2,-0.2
O=C(NNC(=O)c1cc(Cl)ccc1O)c1cccs1,-1.0,-2.7,-11.6,-7.4,4.6,-6.0,3.9,-1.2,-8.7,-5.6
Cc1nnc(C)n1/N=C/c1c(O)ccc2ccccc12,0.6,-16.7,-4.8,0.5,6.2,-4.4,0.7,0.7,-0.2,0.7
COC(=O)CCNCCSc1nnc(-c2ccco2)n1Cc1ccccc1,0.5,-2.4,-10.2,10.0,-7.4,-5.5,-4.3,-2.4,-2.0,-0.7
COc1cc(NC(=S)N2CCCC(CO)C2)c(OC)cc1Cl (configuration not stated),-0.9,-5.4,2.2,5.7,4.0,-1.1,1.7,-2.8,4.7,1.5
CCC(=O)Oc1ccc2c(=O)c(-c3ccc4ccccc4n3)c(CC)oc2c1C,0.0,-8.9,3.8,-4.4,-9.0,8.2,2.9,7.6,-11.3,2.1
N#Cc1ccc(N2C(=O)[C@@H]3C(C(=O)c4cnccn4)=NN[C@@H]3C2=O)cc1,-0.4,-3.9,-17.9,6.5,5.8,-4.1,-6.3,-6.6,6.9,-12.0
CN1CCN(c2cc(N3CCc4ccccc4C3)c(F)cc2[N+](=O)[O-])CC1,0.3,9.0,-1.1,3.4,6.2,-1.2,1.0,2.8,-1.6,4.4
CC1(C(=O)NS(=O)(=O)c2cccc(C#N)c2)CCN1C(=O)c1ccc(C2CCCCC2)cc1 (configuration not stated),-0.1,-11.7,-0.5,0.1,-18.9,-3.6,2.5,-0.6,-2.0,-4.6
CCNC(=S)N1CCn2c(nc3ccccc32)C1,0.8,-8.7,5.2,1.7,10.5,-1.9,0.8,3.7,-2.2,0.8
O=c1c2ccccc2nc(COc2ccccc2)n1/N=C/c1ccco1,-0.1,2.4,-4.2,0.0,2.4,-1.9,1.0,-0.7,1.7,-6.5
COc1ccc(S(=O)(=O)Nc2ccc3c(c2)n(C)c(=O)n3C)cc1OC,0.2,3.1,-5.4,2.0,-3.8,1.2,-0.3,-1.8,-1.5,2.8
CC(C)N(Cc1nc(-c2ccccc2)no1)C(=O)Cc1ccccc1,0.4,-3.8,1.3,2.5,-0.8,0.0,-4.9,0.1,9.6,1.2
Cc1cc(Cl)c(OCCCCN2CCOCC2)c(Br)c1,0.2,3.7,-0.7,2.4,6.2,0.2,1.7,0.6,-2.1,-1.0
Clc1ccc(C(c2nnnn2C2CCCC2)N2CCN(c3nc4ccccc4s3)CC2)cc1 (configuration not stated),0.1,5.4,1.1,-0.9,-9.4,-2.2,1.9,-0.3,9.3,-1.9
CC1(C)CC(=O)c2cnc(N3CCc4ccccc43)nc2C1,-0.4,-2.6,-114.9,-2.1,0.1,-3.6,5.9,0.6,1.1,-80.5
CS(=O)(=O)N1CCC(C(=O)N2CCN(C(c3ccccc3)c3ccccc3)CC2)CC1,0.2,8.1,-5.5,-2.1,1.7,-6.4,4.2,0.7,6.6,-2.7
N#Cc1cc(C(=O)c2cc(Cl)ccc2O)cn(-c2ccccc2)c1=O,-0.5,10.4,0.5,5.1,-7.7,-3.9,2.1,-4.3,-1.9,1.9
Cn1nc(-c2ccc(Cl)cc2)c2cc(C(=O)NCC3CCCO3)sc21 (configuration not stated),-8.9,9.8,-99.9,-1.1,-5.3,-116.2,3.6,-0.7,-2.3,-74.2
C[C@H](NC(=O)c1nc[nH]c1C(=O)NCc1ccc(CNC(=O)OC(C)(C)C)cc1)C(=O)OCc1ccccc1,1.2,11.8,2.6,0.0,6.4,10.5*,-5.1,-0.8,4.7,2.8
COc1ccc(OC)c(-c2cc(C(=O)N3CCCc4ccccc43)no2)c1,0.1,1.1,-5.7,-16.1,0.4,2.5,-6.5,0.3,8.9,-5.3
O=C(COC(=O)C1=COCCO1)Nc1ccc(Br)cc1Br,-0.5,-4.0,-5.4,4.4,7.0,-0.7,5.9,-0.6,-3.7,1.3
O=C(Nc1cccc(C(F)(F)F)c1)C1C2CC3OC(=O)C1C3C2 (configuration not stated),-0.1,-20.1,2.4,-4.0,11.6,-2.0,4.0,4.2,-8.4,-1.3
CCCN1CCC(=O)N([C@H](CSc2ccccc2)c2ccccc2)CC1,-1.8,4.9,-49.4,3.4,-16.1,-2.3,-4.9,3.0,2.5,-27.5
NC(=O)CN1CCN(C2CC(=O)N(CCc3ccccc3)C2=O)CC1 (configuration not stated),0.5,-8.0,-1.1,4.5,-6.8,-3.7,-3.6,-1.5,-2.4,2.4
FC(F)(F)c1cc(Cl)c2nc(-c3ccccc3)cn2c1,0.5,2.9,-0.7,5.1,7.8,-2.7,-0.9,2.3,2.0,-3.2
COc1cc(=O)[nH]c(SC(C)C(=O)Nc2cc(C)on2)n1 (configuration not stated),0.0,-0.8,-5.1,0.8,-1.5,-4.7,0.6,1.1,4.2,0.8
CC(C)Cc1cc(C(=O)Nc2cc(Br)ccc2O)no1,0.0,5.3,-3.8,-7.1,5.4,5.6,6.8,3.8,-2.3,6.1
O=C(CSc1nnc(C2CC2)n1-c1ccccc1)NCc1ccco1,0.0,1.1,3.3,2.9,-0.7,-2.5,0.9,-1.4,-4.8,2.8
COc1ccc(-c2nn(-c3ccccc3)cc2C#N)cc1,0.3,0.3,-0.2,4.4,1.4,-3.0,3.8,0.7,6.2,0.3
CNC(=O)COc1ncnc2sccc12,-0.2,-11.0,-1.0,-5.9,0.3,-2.6,2.1,-0.9,-1.2,1.2
CCNc1sc(C(=O)c2cccs2)c(N)c1-c1nc2ccccc2s1,-0.6,-1.8,-27.8,-4.1,-2.8,0.1,-7.6,-11.1,-5.3,-22.5
CCOc1ccc(CCNC(=O)C(CC)n2nc(C)n3c(cc4sccc43)c2=O)cc1OCC (configuration not stated),0.1,-0.9,2.5,-4.0,-6.3,-0.6,-4.3,0.8,-5.8,-0.7
COc1ccc(-c2ccc(CCC(=O)O)n2NC(N)=O)cc1,0.7,-21.7,-40.0,2.3,5.8,-27.0,0.3,2.4,2.1,-26.4
C=CCn1c(SCC(=O)NC2CCCCC2)nnc1C1CCCCC1,-0.7,1.7,7.6,-1.9,2.9,4.5,-4.6,-1.4,-0.8,2.4
Fc1ccc(-c2n[nH]c(=S)c3ccccc23)cc1,0.4,-20.3,-7.4,0.7,5.1,-4.0,2.5,-1.2,1.6,1.4
CC(C)=C1SC(N2CCOCC2)=NC1=O,-0.5,1.1,0.2,-3.0,3.8,-6.2,0.2,3.2,0.3,0.4
CC(=O)c1c(C)[nH]c(C(=O)OC2CCCCC2=O)c1C (configuration not stated),-0.5,6.9,-1.3,10.2,-5.4,-1.6,4.1,0.8,2.1,2.0
O=C(Nc1ccccc1)c1ccc2ccccc2n1,-0.1,9.7,-3.5,-2.1,10.9,-1.7,8.4,-1.4,-3.6,-1.8
CC1COc2ccccc2N1S(=O)(=O)c1cc(Cl)ccc1Cl (configuration not stated),0.3,-0.2,-6.0,1.4,-8.9,-0.2,2.9,4.7,0.2,1.4
CCOC(=O)C(O)(CC(=O)Nc1ccc(Cl)cc1Cl)C(F)(F)F (configuration not stated),0.2,8.1,-3.1,-7.7,12.0,-5.7,1.8,3.4,-10.1,0.8
COc1ccc(S(=O)(=O)N2CCCCC2)cc1NC(=O)Cc1c[nH]c2ccccc12,0.1,-9.4,0.9,4.7,9.2,1.5,0.5,1.3,-0.1,0.3
CCN1C(=NCCOC)N[C@@H](CCc2ccccc2)[C@H](C(=O)OC)[C@H]1C,0.0,-5.0,-2.0,2.4,3.0,-6.3,4.2,0.1,4.5,-4.6
O=C(CCc1ccccc1)NNC(=O)C1CCCCC1,0.0,-3.0,2.5,2.2,1.5,-3.0,-6.1,0.4,-9.3,-0.7
CC1(C)OC1COc1c2ccoc2cc2oc(=O)ccc12 (configuration not stated),-0.3,5.1,-68.0,-1.8,7.9,-18.6,-0.7,-1.3,0.1,-59.5
CCCCN(C(=O)C1CC(=O)N(Cc2ccc(C)cc2)C1)c1c(N)n(CCCC)c(=O)[nH]c1=O (configuration not stated),-0.9,-7.1,-5.1,6.5,7.8,-1.5,1.8,-0.3,-2.7,-4.5

A different layout for part of the listing above.
CCOC(=O)C(O)(CC(=O)Nc1ccc(Cl)cc1Cl)C(F)(F)F (configuration not stated)
  proKLK7 act: 0.2
  ASAP1 GAP inh: 8.1
  PLC-beta3 inh: -3.1
  DDE Tn6 FP inh: -7.7
  ARFGAP1 inhibitor: 12.0
  ADAM17 inh: -5.7
  MBD2 inh: 1.8
  UHRF1 binding: 3.4
  DDE Tn7 FP inh: -10.1
  PLCg1 inh: 0.8

COc1ccc(S(=O)(=O)N2CCCCC2)cc1NC(=O)Cc1c[nH]c2ccccc12
  proKLK7 act: 0.1
  ASAP1 GAP inh: -9.4
  PLC-beta3 inh: 0.9
  DDE Tn6 FP inh: 4.7
  ARFGAP1 inhibitor: 9.2
  ADAM17 inh: 1.5
  MBD2 inh: 0.5
  UHRF1 binding: 1.3
  DDE Tn7 FP inh: -0.1
  PLCg1 inh: 0.3

CCN1C(=NCCOC)N[C@@H](CCc2ccccc2)[C@H](C(=O)OC)[C@H]1C
  proKLK7 act: 0.0
  ASAP1 GAP inh: -5.0
  PLC-beta3 inh: -2.0
  DDE Tn6 FP inh: 2.4
  ARFGAP1 inhibitor: 3.0
  ADAM17 inh: -6.3
  MBD2 inh: 4.2
  UHRF1 binding: 0.1
  DDE Tn7 FP inh: 4.5
  PLCg1 inh: -4.6

O=C(CCc1ccccc1)NNC(=O)C1CCCCC1
  proKLK7 act: 0.0
  ASAP1 GAP inh: -3.0
  PLC-beta3 inh: 2.5
  DDE Tn6 FP inh: 2.2
  ARFGAP1 inhibitor: 1.5
  ADAM17 inh: -3.0
  MBD2 inh: -6.1
  UHRF1 binding: 0.4
  DDE Tn7 FP inh: -9.3
  PLCg1 inh: -0.7
